Screens: PubChem, NMMLSC
Bcl-2 Bim block = inhibitors of Bim-Bcl-2 binding, primary screen, biochemical, multiplexed, human Bcl-2 family; Apoptosis regulator Bcl-2 (Homo sapiens), P10415; Bead-based flow cytometry, Bim peptide-Bcl-2 binding; 190,000 tested, 0.06% active; AID 950, 2007; inhibition, % at 10 µM; in the data active = inhibition above about 40%; inconclusive = no clear call, values can overlap the other calls;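 also: 0% = no compound wells with probe peptide and 100% = reference peptide inhibitor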
Bim-Bfl-1 = inhibitors of Bim binding to Bfl-1, primary screen, biochemical, multiplexed, bead-based flow cytometry; Bim-Bfl-1 binding inhibition; inhibition, % at 10 µM; 190,000 tested, 0.12% active; AID 1008, 2008;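 also: 0% = wells without compound plus tracer and 100% = blocker peptide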
RGS7-Gao reg = RGS7-Galphao binding modulators, primary screen, biochemical, multiplexed bead flow cytometry; binding response (% of control), % at 10 µM; AID 1439, 2008; actives lie on both sides; 220,000 tested, 0.35% active; in the data active = binding response below about 49% or above about 150%; inconclusive = no clear call, values can overlap the other calls; inactive = in between;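 also: fluorescent Galphao held in activated GDP-AlF4 state binding bead-coupled RGS7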
Target sequence (P09471 whole entry, looked up): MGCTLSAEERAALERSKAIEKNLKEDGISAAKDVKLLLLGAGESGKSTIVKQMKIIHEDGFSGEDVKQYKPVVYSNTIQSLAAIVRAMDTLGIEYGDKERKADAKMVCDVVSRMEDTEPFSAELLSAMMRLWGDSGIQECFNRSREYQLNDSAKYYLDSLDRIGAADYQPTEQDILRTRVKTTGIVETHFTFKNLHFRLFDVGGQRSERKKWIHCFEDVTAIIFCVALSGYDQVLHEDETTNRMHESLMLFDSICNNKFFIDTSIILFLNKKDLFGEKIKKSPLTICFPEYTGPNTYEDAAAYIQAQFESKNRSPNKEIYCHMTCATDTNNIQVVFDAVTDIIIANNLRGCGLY
RGS4-Gao reg = modulators of RGS4 binding to Galphao, primary screen, biochemical, multiplexed bead flow cytometry | actives lie on both sides | 220,000 tested, 0.33% active | binding response (% of control), % at 10 µM; in the data active = binding response below about 49% or above about 150%; inactive = in between;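 also: fluorescent Galphao activated with aluminum fluoride binding bead-coupled RGS4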
ABCB1 inh = ABCB1 efflux pump inhibitors, primary screen, cell-based, multiplex, flow cytometry, ABCG2 counter-screen; ATP-dependent translocase ABCB1 (Homo sapiens), P08183; CCRF-Adr cells, JC-1 efflux; inhibition, % at 6.6 µM; 190,000 tested, 0.067% active; AID 1326, 2008; in the data active = inhibition above about 40%;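 also: 0% = vehicle and 100% = reference inhibitor; higher value means more JC-1 retained so stronger ABCB1 efflux block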
Bim-Bcl-W = inhibitors of Bim binding to Bcl-W, primary screen, biochemical, multiplexed, bead-based flow cytometry. Bcl-2-like protein 2 (Homo sapiens), Q92843. Bim peptide-Bcl-W binding. inhibition, % at 10 µM. 190,000 tested, 0.02% active;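 also: 0% = bound tracer without compound and 100% = peptide blocker; higher means less fluorescent Bim peptide bound to Bcl-W beads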
ABCG2 inh = ABCG2 efflux pump inhibitors, primary screen, multiplex with ABCB1, IgMXP3 cells, flow cytometry; JC-1 efflux; inhibition, % at 6.6 µM; 190,000 tested, 0.1% active; AID 1325, 2008;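 active = inhibition above 80%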;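 also: 0% = DMSO and 100% = nicardipine control wells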
Target sequence (Q9UNQ0 whole entry, looked up): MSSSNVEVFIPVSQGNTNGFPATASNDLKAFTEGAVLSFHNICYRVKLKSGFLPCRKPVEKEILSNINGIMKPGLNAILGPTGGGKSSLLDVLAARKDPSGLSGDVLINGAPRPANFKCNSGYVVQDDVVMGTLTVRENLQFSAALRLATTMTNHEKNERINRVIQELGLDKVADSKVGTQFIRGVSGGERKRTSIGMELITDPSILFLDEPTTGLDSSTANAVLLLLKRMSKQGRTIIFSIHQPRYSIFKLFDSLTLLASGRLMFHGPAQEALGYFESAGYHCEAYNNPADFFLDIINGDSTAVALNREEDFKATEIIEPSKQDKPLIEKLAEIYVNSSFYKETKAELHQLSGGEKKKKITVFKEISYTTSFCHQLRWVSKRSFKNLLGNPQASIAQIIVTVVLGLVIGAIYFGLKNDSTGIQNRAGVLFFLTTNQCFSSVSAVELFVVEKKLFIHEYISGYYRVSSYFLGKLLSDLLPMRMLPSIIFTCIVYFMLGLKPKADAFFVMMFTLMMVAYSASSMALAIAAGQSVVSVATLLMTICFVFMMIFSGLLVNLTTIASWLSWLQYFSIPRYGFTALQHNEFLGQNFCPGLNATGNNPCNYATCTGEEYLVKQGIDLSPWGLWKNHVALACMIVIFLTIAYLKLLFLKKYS
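test system = two drug-resistant human cell lines, ABCG2 and ABCB1 | amount = 3 million cells/mL final, two lines in 1:1 ratio | reagent = JC-1 transporter substrate | doses = one concentration, 6.6 µM final | incubation = 10 min at 25 °C | signal = flow cytometric JC-1 green MFI at 530 nm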
Avidin fluor = green autofluorescence of compounds with avidin beads – biophysical, 488/530 nm, flow cytometry, artefact control, profiling panel; 220,000 tested, 0.38% active; fluorescence (KMESF) at 10 µM; compound fluorescence 488/530 nm; stronger effect = higher value; AID 1775, 2009; in the data active = fluorescence above about 47; also: inactives centre near 10
GSH fluor = compound fluorescence on glutathione beads, profiling panel, artefact control, biophysical, 488/530 nm, flow cytometry. AID 1776, 2009. 190,000 tested, 0.25% active. GSH beads flow cytometry, compound fluorescence 488/530 nm; stronger effect = higher value. fluorescence (KMESF) at 10 µM; in the data active = fluorescence above about 89;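 also: glutathione beads carrying GST-tagged Bcl family fusion proteins plus one bare bead set; values are compound well signal with DMSO vehicle wells as background; inactives centre near 16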
Bim-Bcl-XL = inhibitors of Bim-Bcl-XL binding, primary screen, biochemical, multiplexed, bead flow cytometry, human Bcl-XL | Bcl-2-like protein 1 (Homo sapiens), Q07817 | Bim peptide-Bcl-XL binding, fluorescence | inhibition, % at 10 µM | 190,000 tested, 0.04% active
Bim-Bcl-B = inhibitors of Bim-Bcl-B binding, primary screen, biochemical, multiplexed, human Bcl-2 family. AID 951, 2007. 190,000 tested, 0.073% active. inhibition, % at 10 µM. bead-based flow cytometry, Bim peptide-Bcl-B binding;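 also: 0% = tracer peptide without compound and 100% = reference inhibitor peptide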
The depositor's hits bear a star; ? = inconclusive. Rule as the data show it, unless noted: active = inhibition above about 40%. Rows were taken by chance; overall some 1.3% were active at least once.

SMILES	Bcl-2 Bim block	Bim-Bfl-1	RGS7-Gao reg	RGS4-Gao reg	ABCB1 inh	Bim-Bcl-W	ABCG2 inh	Avidin fluor	GSH fluor	Bim-Bcl-XL	Bim-Bcl-B
CCCOc1ccc(/C(O)=C2/C(=O)C(=O)N(CCCN3CCOCC3)C2c2ccncc2)cc1 (stereo unspecified)	-2	-6	100	101	0.1	2	3	10	17	-1	-5
CN(C(=O)c1ccc(=O)n(Cc2ccc(Cl)cc2)c1)c1ccccc1	-3	-4	?	100	1.2	-1	8	9	15	-4	-3
CC[C@H](C)NC(=O)c1ccc(Cn2c(=S)[nH]c3c([nH]c4ccc(OC)cc43)c2=O)cc1	-10	-15	101	95	-1.3	-10	-6	6	18	-9	-15
COc1ccc2nc(Cl)c(/C=N/Nc3ccccn3)cc2c1	4	0	98	99	0.6	0	8	10	12	1	-2
CSc1ccc(S(=O)(=O)NC2CCCCC2)cc1	-6	-8	96	99	-0.4	2	0	7	41	-4	-7
CC1(C)CN2C(=O)c3ccccc3C2(C)S1 (stereo unspecified)	-3	-7	98	98	0.0	0	4	9	12	0	0
CC1(C)CC(=NNC(=O)c2n[nH]c3c2CCC3)CC(C)(C)N1	-2	-6	96	100	2.8	0	11	12	11	-1	-2
CCOC(=O)CSc1n[nH]c(NC(=O)CC)n1	-2	0	105	104	0.4	-4	3	4	12	-5	0
O=C(COc1ncnc2c(Cl)cc(Cl)cc12)NC1CCCCCC1	0	1	99	100	1.8	-3	20	9	22	0	-1
O=C(Nc1ccccc1)c1ccccc1O	1	0	98	98	0.3	3	3	13	18	0	-1
COc1ccc2nc(NC(=O)c3cc(S(=O)(=O)N4CCOCC4)ccc3C)sc2c1	0	-13	104	103	0.3	0	4	3	19	-6	2
CC(C)CNS(=O)(=O)c1ccc(OCC(=O)NCc2ccco2)cc1	0	-1	101	100	0.5	-3	2	2	10	-5	-2
CC(C)CC(=O)Nc1ncnc2c1C(=O)CC(C)(C)C2	-5	-9	100	101	0.0	2	0	20	26	-3	-5
CC(C)(C)CC(C)(C)NC(=S)Nc1ccc2nc(-c3ccccn3)c(-c3ccccn3)nc2c1	1	0	100	99	-2.1	-1	0	20	20	0	-8
COc1ccc(NC(=S)NCc2cccs2)cc1	-1	2	99	99	0.1	-1	1	10	24	0	-1
CCCCOc1ccc(C(=O)Nc2ccc(N3CCN(C(=O)C(C)C)CC3)cc2)cc1	-5	-11	98	99	0.7	0	9	14	35	0	-4
COCC(=O)N1CCCN(c2nc3c(C)cccc3cc2C#N)CC1	-7	-10	103	99	0.6	-1	3	34	46	-3	-5
Cc1cc(C(F)(F)F)n2ncc(-c3ccc(F)cc3)c2n1	-8	-11	98	102	0.1	1	2	5	35	-4	-7
COC(=O)c1cccc(S(=O)(=O)N2CCOCC2)c1	-2	1	96	87	0.4	0	3	13	11	1	-1
Cc1ccc(NC(=O)COc2ncnc3ccccc23)cc1S(=O)(=O)N1CCOCC1	-7	-1	100	100	-0.3	-2	-2	4	7	-2	-6
CCCSc1nc2sc3c(c2c(=O)[nH]1)CC(C)CC3 (stereo unspecified)	-3	-5	99	102	0.2	3	9	12	11	1	0
COc1ccc(OCc2nc(N)nc(Nc3ccccc3)n2)cc1	-6	-10	96	94	0.6	4	3	8	61	-11	-7
COC(=O)[C@H](CC(C)C)NC(=O)CCc1nnc(COc2ccccc2)o1	-3	4	105	101	-0.3	-1	1	7	18	-5	0
O=C(c1ccc(F)cc1)C1CCN(C(=O)Nc2ccccc2Cl)CC1	-1	-4	111	107	0.2	-1	2	6	24	-5	-8
O=C(N/N=C/c1ccc(N2CCOCC2)cc1)c1ccccc1NS(=O)(=O)c1cccs1	-1	-5	?	98	-0.6	0	-5	8	15	-3	-1
O=C(/C=C/Nc1ccccc1)c1cnc(-c2ccccc2)s1	-1	-2	113	106	0.0	0	0	49*	16	-1	2
Cn1c(N)c(C(=O)COC(=O)c2ccc3c(c2)C(=O)N(c2ccc(Cl)cc2)C3=O)c(=O)n(C)c1=O	0	-5	98	103	1.1	0	14	10	8	0	0
CCOC(=O)c1c(C)[nH]c(C(=O)COC(=O)c2ccncc2)c1C	-7	-6	100	102	0.7	0	7	9	11	-1	-5
Cc1oc(-c2ccccc2F)nc1CN1CCC(C(=O)NC2CC2)CC1	-4	-8	101	101	0.7	0	1	14	65	-2	-1
NC(=O)c1nc(-c2cccs2)nc2c1[nH]c(=O)n2-c1ccc(F)cc1	0	2	95	94	0.0	-5	9	9	8	-2	0
Cn1nnnc1SCC(=O)NCc1ccco1	-3	-4	98	99	-0.1	2	0	7	17	-1	0
CCn1c(COc2ccccc2C)nnc1SCC(=O)O	-2	0	102	100	0.6	-3	12	11	32	-1	-5
C=CCNC(=O)CN1CCC(n2nnc3cc(C(F)(F)F)ccc32)CC1	0	-1	100	102	0.6	0	2	8	13	-2	-3
CCOC(=O)c1cc(C)sc1/N=C/C1=C(O)CCCC1=O	-6	-11	110	103	0.6	-1	7	19	17	-9	-11
CCC(=O)Nc1nnc(-c2ccncc2)s1	-1	-1	97	96	0.1	-8	1	36	18	-14	-1
CC(C)C(NS(=O)(=O)c1ccccc1)C(=O)OCc1cc([N+](=O)[O-])cc2c1OCOC2 (stereo unspecified)	-8	-6	101	100	2.5	-4	89*	25	11	-6	-9
O=C(O)c1ccc(CSc2nc3ccccc3o2)cc1	0	3	100	85	0.3	0	7	8	15	0	-1
O=C(CSc1nncn1-c1ccccc1)NCc1cccs1	-11	-20	99	101	-0.3	-3	6	14	34	-7	-8
N#CC1=C(N)Oc2n[nH]c(-c3cccnc3)c2C1c1ccc([N+](=O)[O-])o1 (stereo unspecified)	-2	-1	98	103	-0.2	-9	-1	26	8	-10	-4
COc1ccccc1CCNC(=O)c1cnccn1	-1	-1	96	98	0.6	0	2	10	16	0	0
Cc1ccc(/C=C/C(=O)NCc2cccs2)cc1	-8	-13	100	98	0.5	-7	15	15	9	-8	-11
O=C(COC(=O)C1CC1)NC(=O)NCc1ccccc1	-3	-6	?	101	-0.3	0	-1	10	16	-3	-5
Cc1cccc(CN2CCN(Cc3cccc(-n4cccn4)c3)CC2CCO)n1 (stereo unspecified)	-5	-13	104	99	2.0	-1	2	10	54	-7	-6
CCCc1cc2c(cc1NC(=O)c1ccco1)OCO2	0	0	?	101	0.2	0	5	10	20	0	0
O=C(O)c1ccc(N2C(=O)CC(Cc3ccccc3)C2=O)cc1 (stereo unspecified)	-1	-7	96	99	-0.1	0	0	26	23	-1	-1
CN(Cc1ccccc1)C(=O)c1nc2ccccn2c1CN1CCc2sccc2C1	0	-6	104	103	0.7	6	0	7	15	-1	0
CCn1nc(CC(=O)O)c2ccccc2c1=O	-8	-4	103	103	0.1	-3	3	11	52	-2	-8
Cc1cc(SCC(=O)NC(=O)NCc2ccco2)nc2ccccc12	-9	-9	100	99	-3.6	1	-7	9	11	-1	-10
Nc1nc2c3ccccc3nc(C3CC3)n2n1	-1	-1	105	103	0.5	0	4	9	18	1	0
O=C(NCCS(=O)c1ccc(Cl)cc1)c1cccc(Cl)c1 (stereo unspecified)	-3	-2	103	99	0.1	-1	1	8	69	-1	-1
CC(C)C1C(C#N)=C(N)SC(N)=C1C#N	-6	1	89	83	0.2	1	1	13	13	-3	-6
O=C(Cn1nnc(-c2cccs2)n1)NCCc1ccccc1	12	-1	98	98	1.2	-3	3	23	22	4	0
Cc1cc(NS(=O)(=O)c2ccc(Nc3nc(-c4sc(N)nc4C)cs3)cc2)no1	7	0	94	96	0.1	4	-1	7	8	11	13
Cc1cc2cc(CNC(=S)Nc3ccc(OC(F)(F)F)cc3)ccc2n1C	0	0	87	86	-0.1	-2	3	6	17	-4	-3
COC(=O)C1=CNC=C(C(=O)OC)C1c1ccc(C(=O)OC)cc1	-7	-3	98	100	0.5	-4	2	39	13	-2	-2
O=S(=O)(c1ccc2nc(-c3ccco3)c(-c3ccco3)nc2c1)N1CCOCC1	13	36	84	98	-0.2	20	0	5	2	9	6
CC1CN(Cc2nc3c(c(=O)n(C)c(=O)n3C)n2Cc2cccc(Cl)c2)CC(C)O1 (stereo unspecified)	-8	-11	100	100	1.1	0	1	9	27	-4	-8
Cc1cc(=O)[nH]c(SCC(=O)c2c(N)n(C)c(=O)n(C)c2=O)n1	-7	-13	104	102	-0.1	2	0	7	11	-4	-5
O=C(N/C(=C/c1cccs1)C(=O)N1CCOCC1)c1cccs1	-4	-3	104	99	0.0	0	3	9	14	-4	-1
CCOc1ccc(N=C2Sc3nc4ccc(C)cc4cc3CN2CCOC)cc1	0	1	98	104	6.3	1	17	7	20	1	0

A section of the results above:
SMILES	Bcl-2 Bim block	Bim-Bfl-1	RGS7-Gao reg	RGS4-Gao reg	ABCB1 inh	Bim-Bcl-W	ABCG2 inh	Avidin fluor	GSH fluor	Bim-Bcl-XL	Bim-Bcl-B
Nc1nc2c3ccccc3nc(C3CC3)n2n1	-1	-1	105	103	0.5	0	4	9	18	1	0
O=C(NCCS(=O)c1ccc(Cl)cc1)c1cccc(Cl)c1 (stereo unspecified)	-3	-2	103	99	0.1	-1	1	8	69	-1	-1
CC(C)C1C(C#N)=C(N)SC(N)=C1C#N	-6	1	89	83	0.2	1	1	13	13	-3	-6
O=C(Cn1nnc(-c2cccs2)n1)NCCc1ccccc1	12	-1	98	98	1.2	-3	3	23	22	4	0
Cc1cc(NS(=O)(=O)c2ccc(Nc3nc(-c4sc(N)nc4C)cs3)cc2)no1	7	0	94	96	0.1	4	-1	7	8	11	13
Cc1cc2cc(CNC(=S)Nc3ccc(OC(F)(F)F)cc3)ccc2n1C	0	0	87	86	-0.1	-2	3	6	17	-4	-3

Continuation.
SMILES	Bcl-2 Bim block	Bim-Bfl-1	RGS7-Gao reg	RGS4-Gao reg	ABCB1 inh	Bim-Bcl-W	ABCG2 inh	Avidin fluor	GSH fluor	Bim-Bcl-XL	Bim-Bcl-B
CC(C(=O)c1ccc(Br)cc1)[n+]1cccc(NC(=O)c2ccccc2)c1 (stereo unspecified)	0	3	105	104	-0.7	-5	-4	12	10	-4	-2
CC(C)CN1C(=O)CC(Sc2ccccc2C(=O)O)C1=O (stereo unspecified)	-6	-6	100	104	0.3	0	2	10	13	0	-6
CSc1nsc(SC)c1NC(=O)OCC1CCCO1 (stereo unspecified)	0	-3	107	106	0.9	0	1	10	5	2	0
O=C(COC(=O)/C=C/c1ccco1)NCCc1ccccc1	0	-4	100	98	-0.1	-1	0	20	7	-4	-3
CC1=C(C#N)C2C(/C1=N/O)C2(C)C (stereo unspecified)	-5	-9	99	100	1.0	2	2	10	32	3	-8
